Screening results as filed in PubChem BioAssay.
ASK1 primary: human ASK1 kinase inhibition, primary screen | Q99683 | AlphaScreen MKK6 phosphorylation by ASK1, luminescence | inhibition, % at 7.44 µM | 22,000 compounds, 0.99% hits; in the data active = inhibition above about 35%;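 also: 0% = median of compound wells and 100% = no enzyme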
ULK1 primary: blocks human autophagy kinase ULK1; O75385; AlphaScreen Atg13 phosphorylation by ULK1, luminescence; inhibition, % at 5.96 µM; 30,000 compounds, 1.9% hits; in the data active = inhibition above about 43%;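 also: 0% = median of compound wells and 100% = no enzyme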
Target sequence (O75385 whole entry, looked up): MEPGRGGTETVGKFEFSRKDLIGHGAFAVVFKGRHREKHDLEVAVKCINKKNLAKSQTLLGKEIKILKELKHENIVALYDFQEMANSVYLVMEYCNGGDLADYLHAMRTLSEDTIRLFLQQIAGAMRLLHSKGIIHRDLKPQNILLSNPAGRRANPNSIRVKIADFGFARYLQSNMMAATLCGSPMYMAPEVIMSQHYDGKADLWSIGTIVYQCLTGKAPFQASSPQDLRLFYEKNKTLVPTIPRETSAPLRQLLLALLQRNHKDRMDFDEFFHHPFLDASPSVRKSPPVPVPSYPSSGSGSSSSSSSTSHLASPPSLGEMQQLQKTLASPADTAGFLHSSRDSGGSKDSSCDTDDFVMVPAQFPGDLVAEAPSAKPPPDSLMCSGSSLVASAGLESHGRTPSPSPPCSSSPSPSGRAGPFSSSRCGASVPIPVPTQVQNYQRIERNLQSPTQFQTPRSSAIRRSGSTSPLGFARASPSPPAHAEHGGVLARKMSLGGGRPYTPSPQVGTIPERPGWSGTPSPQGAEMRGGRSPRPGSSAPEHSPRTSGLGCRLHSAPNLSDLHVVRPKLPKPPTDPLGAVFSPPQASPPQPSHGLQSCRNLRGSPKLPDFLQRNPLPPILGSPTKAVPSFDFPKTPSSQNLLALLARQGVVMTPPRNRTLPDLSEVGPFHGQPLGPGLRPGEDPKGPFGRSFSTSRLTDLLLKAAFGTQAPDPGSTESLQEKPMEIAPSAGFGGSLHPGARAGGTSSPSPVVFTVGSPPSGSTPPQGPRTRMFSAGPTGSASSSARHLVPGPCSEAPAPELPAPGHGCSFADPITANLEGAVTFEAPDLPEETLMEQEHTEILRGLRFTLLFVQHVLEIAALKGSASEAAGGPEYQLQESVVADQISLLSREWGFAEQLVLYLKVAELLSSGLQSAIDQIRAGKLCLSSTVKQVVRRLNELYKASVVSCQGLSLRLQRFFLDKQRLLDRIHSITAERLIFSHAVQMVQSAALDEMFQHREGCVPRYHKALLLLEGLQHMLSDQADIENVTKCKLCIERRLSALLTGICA
* = called active by the depositor; / = no result given; & = joins results of further samples.

SMILES | ASK1 primary | ULK1 primary
COc1cccc2c1C(=O)c1c(O)c3c(c(O)c1C2=O)C[C@@](O)(C(=O)CO)C[C@@H]3O[C@H]1C[C@H](N)[C@H](OC2CCCCO2)[C@H](C)O1 (some centres undefined) | / | 12
NC(C(=O)N1CCC(C(=O)Nc2ccc3[nH]ncc3c2)C1)c1ccc(C(F)(F)F)cc1 (centres undefined) | 8 | 4
c1ccc(N2CCN(c3nc4ncnc(NCc5nc6ccccc6[nH]5)c4[nH]3)CC2)nc1 | -1 | 8
CCN(CC)c1nc(NCc2cccnc2)nc(Nc2ccccc2)n1 | -8&-20 | 1&4
NC(=O)c1ccc(-c2nc(N)c3ncn(-c4ccccc4)c3n2)cc1 | -3 | 2
OCC(CO)(CO)NCC(O)COc1ccccc1 (centres undefined) | / | 13
CC(C)N(CCNC(=O)c1csc(-c2csc3ccccc23)n1)C(C)C | 7 | 0
COc1c(O[C@@H]2O[C@H](CO)[C@@H](O)[C@H](O)[C@H]2O)cc2c(c1OC)-c1ccc(SC)c(=O)cc1C(NC(C)=O)CC2 (some centres undefined) | / | 14
CC(=O)Oc1ccc(C2C3=C(CC(C)(C)CC3=O)OC3=C2C(=O)CC(C)(C)C3)cc1 | / | 3
O=C(Nc1ccc2c(c1)OCO2)c1cccc(Nc2ccncn2)n1 | 20 | 10
CN(C)CCOc1cc(-c2ncnc3[nH]ccc23)c(F)cc1NC(=O)C1COc2ccccc2O1 (centres undefined) | 7 | 8
CNS(=O)(=O)c1ccccc1C(=O)NNC(C)=O | / | -14
CC(=O)CSc1nnc2n1CCN2c1ccccc1 | / | 7
COc1ccccc1CNC(=O)C/C(C)=N/NC(=O)c1ccco1 | / | 4
COc1ccc(CCNc2nc(Nc3ccccn3)nc3c2ncn3-c2ccsc2)cc1 | 2 | 5

Gathered by group: those above containing nitrogen in an aromatic ring
SMILES | ASK1 primary | ULK1 primary
NC(C(=O)N1CCC(C(=O)Nc2ccc3[nH]ncc3c2)C1)c1ccc(C(F)(F)F)cc1 (centres undefined) | 8 | 4
c1ccc(N2CCN(c3nc4ncnc(NCc5nc6ccccc6[nH]5)c4[nH]3)CC2)nc1 | -1 | 8
CCN(CC)c1nc(NCc2cccnc2)nc(Nc2ccccc2)n1 | -8&-20 | 1&4
NC(=O)c1ccc(-c2nc(N)c3ncn(-c4ccccc4)c3n2)cc1 | -3 | 2
CC(C)N(CCNC(=O)c1csc(-c2csc3ccccc23)n1)C(C)C | 7 | 0
O=C(Nc1ccc2c(c1)OCO2)c1cccc(Nc2ccncn2)n1 | 20 | 10
CN(C)CCOc1cc(-c2ncnc3[nH]ccc23)c(F)cc1NC(=O)C1COc2ccccc2O1 (centres undefined) | 7 | 8
CC(=O)CSc1nnc2n1CCN2c1ccccc1 | / | 7
COc1ccc(CCNc2nc(Nc3ccccn3)nc3c2ncn3-c2ccsc2)cc1 | 2 | 5

Additional entries
SMILES | ASK1 primary | ULK1 primary
CC1CC(C)CN(C(=O)c2cc([N+](=O)[O-])cc([N+](=O)[O-])c2)C1 (centres undefined) | / | 8
CCCN1C(=O)C(C)(C)COc2cc(NC(=O)c3ccc(Cl)cc3)ccc21 | / | 5
c1ccc2c(-c3nc(Nc4ccc(N5CCOCC5)cc4)c4ncn(C5CCCCC5)c4n3)csc2c1 | 0 | 7
Nc1cccc(-c2nc(Nc3ccccc3)c3ncn(Cc4ccc(C(F)(F)F)cc4)c3n2)c1 | -3 | -19
Cc1noc(C)c1-c1nc(NCCO)c2ncn(-c3ccccc3)c2n1 | 7 | 1
O=C(NCCN1CCOCC1)c1ccnc(-n2ncc3cc(Nc4cc(F)cc(F)c4)ccc32)c1 | 10 | -41
O=C(Cc1ccc([N+](=O)[O-])cc1)NNS(=O)(=O)c1ccc(F)cc1 | / | 4
O=C(COc1cccc2ccc(N3CCOCC3)nc12)Nc1cccc(F)c1 | / | -16
OCCNc1nc(Nc2ccc(N3CCOCC3)cc2)nc2c1ncn2Cc1ccc(C(F)(F)F)cc1 | 20 | -9
CCCNc1cc(NCc2cccnc2)ncn1 | -1 | -2
Cc1cc(Nc2ccccc2)nc(-c2csc3ccccc23)n1 | -7 | -19
COc1cccc(CNC(=O)C(N)c2ccc(-c3ccncc3)cc2)c1 (centres undefined) | -15 | 8
C[C@@H]1C[C@H]2[C@@H]3C[C@H](F)C4=CC(=O)C=C[C@]4(C)[C@@]3(Cl)[C@@H](O)C[C@]2(C)[C@H]1C(=O)COC(=O)C(C)(C)C | / | -1
O=C1c2cccc(O)c2CCN1Cc1ccc(Br)cc1 | / | -8
O=C(NCc1nc2ccccc2[nH]1)c1cc(Cl)nc2ccccc12 | 3 | 7
Cc1cnc(N2CCC(N3CCOCC3)CC2)nc1NC1CC1 | 8 | -9
Cc1c(C(=O)c2ccccc2)oc2ccc(NC(=O)c3ccncc3)cc12 | / | 2
O=C(NCCCN1CCCC1=O)c1cccc(NC2CCN(Cc3ccccc3)CC2)n1 | -6 | -8
Cc1nn(C)c(C)c1-c1nc(Nc2ccc(N3CCOCC3)cc2)c2[nH]cnc2n1 | 14 | 8
CC(=O)Nc1ccc(Nc2nc(-c3ccccc3)ncc2C)cc1 | -16 | 5
O=C(Cc1ccccc1)Nc1cnn(-c2ccc3ccnc(Nc4cncc(Cl)c4)c3c2)c1 | 25 | 1
COc1cccc(CNC(=O)Nc2ccc(-c3cn[nH]c3)cc2)c1 | 10 | -1
CCOC(=O)[C@H](CCc1ccccc1)N[C@@H](C)C(=O)N1[C@H](C(=O)O)C[C@@H]2CCC[C@@H]21 | / | 2
CN1CCC2(CC1)NC(=O)N(CC(=O)N1CCCc3ccccc31)C2=O | / | -5
Fc1ccc(-c2cnc(N3CCCCC3)nc2)cc1 | / | -7
COc1ccc(CCNc2nc(N3CCOCC3)nc3c2ncn3-c2ccccc2)cc1 | -4 | -8
CCCCCOc1ccc(C(=O)Nc2nc3c(s2)CN(C)CC3)cc1 | / | -9
CCCNC(=O)c1ccc2nc(Nc3ccccn3)sc2c1 | -11 | 5
Nc1cccc(-c2nc(Nc3ccc(Oc4ccccc4)cc3)c3ncn(-c4ccsc4)c3n2)c1 | 14 | -33
N=c1c2c(-c3ccccc3)c(-c3ccccc3)n(Cc3ccco3)c2ncn1CCO | / | -1
COc1ccc(-c2cc(C(=O)NCCOc3ccccc3)ccn2)cc1 | -7 | -16
O=C1CCCN1CCCNc1nc(Nc2ccc3ncccc3c2)nc2c1ncn2-c1ccsc1 | 32 | 7
c1cc(Nc2nc(NC3CC3)c3ncn(C4CCCCC4)c3n2)ncn1 | -40 | 44*
CC(=O)Nc1ccc(NC(=O)c2cnc(N3CCOCC3)s2)cc1 | -6 | 2
N#Cc1c(-c2cccs2)[nH]c(=S)[nH]c1=O | / | 10
CCN(CC)C(=O)C1CCCN(c2nc(Nc3ccc(N4CCOCC4)cc3)c3[nH]cnc3n2)C1 (centres undefined) | 8 | 4
O=C(NCCN1CCOCC1)c1cccc(-n2ncc3cc(Nc4c(F)cccc4[N+](=O)[O-])ccc32)c1 | 44* | -15
CCCNC(=O)c1cccc(-c2ccc(C(N)=O)cc2)c1 | -1 | 1
c1ccc(-n2cnc3c(Nc4ccc(N5CCOCC5)cc4)nc(Nc4nccc5ccccc45)nc32)cc1 | 18 | 5
O=C(NCCN1CCOCC1)c1ccccc1Nc1ccnc(Nc2ccc(N3CCOCC3)cc2)c1 | -10 | -3
Cc1cnc(-c2csc3ccccc23)nc1NC1CC1 | 5 | -15
CC(C)n1cnc2c(NCCCN3CCOCC3)nc(Nc3ccc(OC(F)(F)F)cc3)nc21 | -1 | -14
O=C(NCCN1CCOCC1)c1cnc(-n2ncc3cc(Nc4ccccc4Cl)ccc32)s1 | -12 | -33
CC(C)N(CCNc1ncnc2nc(-c3ccccc3)[nH]c12)C(C)C | -7 | -4
OCCNc1cc(Cl)ncn1 | -7 | -3
CN1CCC(N2C(=O)Cc3ccccc32)CC1 | / | -2
COc1cc(NC(=O)c2ccc3nc(-c4ccc(C(=O)N5CCN(C)CC5)cc4)sc3c2)cc(OC)c1OC | 1 | 0
FC(F)(F)c1ccc(Cn2cnc3c(NCc4nc5ccccc5[nH]4)nc(Nc4ccc(C(F)(F)F)cc4)nc32)cc1 | -6 | -1
CC(C)n1cnc2c(Nc3ccc(N4CCOCC4)cc3)nc(N3CCOCC3)nc21 | 17 | 34
c1ccc(Nc2nc(NCCN3CCOCC3)c3ncn(-c4ccsc4)c3n2)cc1 | 9 | 12
c1ccc(CN2CCC(Nc3nc(N4CCN(c5ccccn5)CC4)nc4c3ncn4-c3ccccc3)CC2)cc1 | 17 | -15
CC(=O)Nc1ccc(Nc2cc(-c3c(C)nn(C)c3C)nc(N)n2)cc1 | -6 | 29
COc1ccc(-c2nc(Nc3ccc(N4CCOCC4)cc3)c3[nH]cnc3n2)cn1 | 10 | 4
COc1ccc(CCNc2cc(-c3cccc(C(C)=O)c3)nc(N)n2)cc1 | -1 | 5
CC(C)N(CCNC(=O)c1ccc2nc(NCCCN3CCCC3=O)sc2c1)C(C)C | 0 | -6
c1ccc(-n2cnc3c(NCc4cccnc4)nc(Nc4cccnc4)nc32)cc1 | -10 | 25
CCN(CC)C(=O)C1CCCN(c2cccc(C(=O)NCCCN3CCCC3=O)c2)C1 (centres undefined) | 1 | -12
O=C(C(O)c1ccc(Br)cc1)N1CCC(Nc2ccc3[nH]ncc3c2)CC1 (centres undefined) | -11 | 10
CCN(CC)C(=O)C1CCN(Cc2ccc(OC)cc2OC)CC1 | / | 2
CCCNC(=O)c1cccc(Nc2cccnc2)c1 | -8 | 1
Continuation.
SMILES | ASK1 primary | ULK1 primary
CC(=O)c1cccc(-c2nc3c(NCc4ccccc4)ncnc3n2C(C)C)c1 | 0 | 0
CCCNc1nc(N(CC)CC)nc(N2CCN(c3ccccn3)CC2)n1 | -1 | 1
CCN(CC)C(=O)C1CCCN(c2nc3ccc(C(=O)NCc4cccc(C(F)(F)F)c4)cc3s2)C1 (centres undefined) | -2 | -9
CCNc1nc(NCCN(C(C)C)C(C)C)c2ncn(-c3ccccc3)c2n1 | 4 | -5
O=C(Nc1ccccc1)c1ccccc1Nc1ccnc(Nc2ccc(N3CCOCC3)cc2)c1 | 37* | 2
O=C(Cc1cn(-c2ccc(N3CCc4ccccc4C3)nn2)c2ccccc12)NCCCN1CCCC1=O | -11 | 2
Cc1noc(C)c1-c1nc(Nc2ccccc2)c2ncn(Cc3ccc(C(F)(F)F)cc3)c2n1 | -13 | -11
COc1cc2nc(-c3ccc(C(=O)N4CCN(C)CC4)cc3)nc(NCCO)c2cc1OC | -12 | 4
C/C=C(\CC(NCCCC(OC)OC)c1ccccc1)C[Si](C)(C)C (centres undefined) | -3 | -19
Cc1nc(-c2ccccn2)cc(N2CCc3ccccc3C2)n1 | / | -7
CC(=O)Nc1ccc(Nc2nc(Nc3nccc4ccccc34)nc3c2ncn3CCN2CCCC2=O)cc1 | 14 | 12
Cc1cc(NCCO)nc(-c2ccc(N3CCN(C)CC3)cc2)n1 | -23 | -1
CCNc1nc(NC2CCN(Cc3ccccc3)CC2)c2ncn(C3CCCCC3)c2n1 | 2 | -4
COc1cc(Nc2cc(Nc3ccc(N4CCOCC4)cc3)ncn2)cc(OC)c1OC | 0&5 | 0&-2
O=C(NCc1cccc(C(F)(F)F)c1)c1csc(NCCN2CCOCC2)n1 | -9 | 0
COc1cc2nc(-c3c(C)noc3C)nc(Nc3ccccc3)c2cc1OC | -6 | 5
c1ccc(CNc2cc(Nc3cccnc3)ncn2)cc1 | -16 | 7
NC(=O)c1ccc(-c2nccc(NCCO)n2)cc1 | 6 | -20
CN1CCC(=C2c3ccccc3C=Cc3ccccc32)CC1 | / | -9
O=[N+]([O-])c1ccc(CC2CC2(Cl)Cl)cc1 (centres undefined) | / | -3
Cn1c(=O)n(C)c2cc(/C=C(/C#N)C(=O)NCc3ccco3)ccc21 | / | -16
c1ccc(-n2cnc3c(NCCN4CCOCC4)nc(-c4ccc(N5CCOCC5)nc4)nc32)cc1 | 5 | -7
Oc1ccc(CCNc2nc(Cl)nc3c2ncn3Cc2ccc(C(F)(F)F)cc2)cc1 | -3 | -49
Nc1ccn([C@@H]2O[C@H](CO)[C@@H](O)[C@@H]2O)c(=O)n1 | / | -10
COc1ccc(CCNc2cc(NC3CCN(Cc4ccccc4)CC3)ncn2)cc1 | -13 | -6
CC(C)n1c(Nc2ccc3ncccc3c2)nc2c(NCCN3CCOCC3)ncnc21 | -1 | -5
N[C@H](Cc1ccc(Cl)cc1)c1nc2ccc(-c3cn[nH]c3)cc2c(=O)[nH]1 | 12 | 6

One compound at a time, as listed above. Order of values: ASK1 primary | ULK1 primary
Nc1ccn([C@@H]2O[C@H](CO)[C@@H](O)[C@@H]2O)c(=O)n1 is entered as / | -10
N[C@H](Cc1ccc(Cl)cc1)c1nc2ccc(-c3cn[nH]c3)cc2c(=O)[nH]1 is entered as 12 | 6
COc1ccc(CCNc2cc(NC3CCN(Cc4ccccc4)CC3)ncn2)cc1 is entered as -13 | -6
